BioA inh – blocks M. tuberculosis BioA enzyme activity. inhibition, % at 9.99 µM. AID 602481. purified M. tuberculosis BioA enzyme, plate reader. 0.096% of 360,000 active; in the data active = inhibition above about 40%
Active calls of the source: *.

> COc1cccc(S(=O)(=O)N(C)C[C@@H]2Oc3cc(C4=CCCC4)ccc3S(=O)(=O)N([C@@H](C)CO)C[C@@H]2C)c1
  BioA inh = -0.7

> CC(C)NC(=O)N1[C@@H]2CN(C(=O)c3ccccn3)c3ccccc3[C@@H]2[C@@H]1CO
  BioA inh = 0.7

> C[C@@H]1CN([C@@H](C)CO)C(=O)c2cccc(NC(=O)Nc3ccc4c(c3)OCO4)c2O[C@@H]1CN(C)C
  BioA inh = -0.7

> C[C@@H]1CCCCO[C@@H](CN(C)CC2CCCCC2)[C@H](C)CN([C@H](C)CO)C(=O)c2cc(NC(=O)Nc3ccc4c(c3)OCO4)ccc2O1
  BioA inh = 0.1

> COCC(=O)N[C@@H]1C=C[C@@H](CC(=O)NCc2ccccc2OC)O[C@H]1CO
  BioA inh = -0.5

> Cc1ccccc1-c1ccc([C@@H]2[C@H](CO)N3CCCCN(C(=O)NC4CCCC4)C[C@@H]23)cc1
  BioA inh = 1.9

> C/C=C/c1ccc2c(c1)O[C@@H](CN(C)C(=O)Nc1ccc(F)cc1)[C@@H](C)CN([C@H](C)CO)S2(=O)=O
  BioA inh = 14.1

> CC(C)NC(=O)Nc1ccc2c(c1)C(=O)N([C@@H](C)CO)C[C@H](C)[C@@H](CN(C)S(=O)(=O)c1ccccc1)O2
  BioA inh = -1.5

> CCCC#Cc1ccc2c(c1)O[C@@H](CN(C)Cc1ccncc1)[C@H](C)CN([C@H](C)CO)S2(=O)=O
  BioA inh = 0.8

> C[C@@H]1CN([C@@H](C)CO)C(=O)c2cccc(N(C)C)c2O[C@H]1CN(C)Cc1ccccc1
  BioA inh = -0.1

> C[C@H](CO)N1C[C@H](C)[C@H](CN(C)C(=O)Nc2ccccc2)Oc2ccc(NC(=O)Nc3ccc(C(F)(F)F)cc3)cc2CC1=O
  BioA inh = 1.3

> C[C@@H](NC(=O)C[C@H]1C=C[C@H](NC(=O)Cc2ccccn2)[C@@H](CO)O1)c1ccccc1
  BioA inh = -2.5

> COc1ccc(NC(=O)N(C)C[C@H]2Oc3ccc(NS(=O)(=O)c4cccs4)cc3CC(=O)N([C@@H](C)CO)C[C@H]2C)cc1
  BioA inh = 0.4

> CS(=O)(=O)Nc1ccc2c(c1)[C@H]1C[C@H](CC(=O)NCC(F)(F)F)O[C@@H](CO)[C@H]1O2
  BioA inh = -1.2

> COc1ccc(S(=O)(=O)N(C)C[C@@H]2OCCCC[C@H](C)Oc3ccc(N(C)C)cc3C(=O)N([C@H](C)CO)C[C@H]2C)cc1
  BioA inh = 0.3

> Cc1ccc(S(=O)(=O)Nc2ccc3c(c2)C(=O)N([C@H](C)CO)C[C@H](C)[C@@H](CN(C)S(=O)(=O)c2ccc(F)cc2)OCCCC[C@@H](C)O3)cc1
  BioA inh = -1.1

> CO[C@H]1CN(C)C(=O)c2ccc(NC(=O)Nc3ccccc3)cc2OC[C@@H](C)N(C(=O)CC2CC2)C[C@H]1C
  BioA inh = -0.5

> COc1ccc(NC(=O)N(C)C[C@@H]2OCc3ccccc3-c3c(n(C)c4ccccc34)C(=O)N([C@H](C)CO)C[C@H]2C)cc1
  BioA inh = -0.4

> CO[C@@H]1CN(C)C(=O)c2ccc(NS(C)(=O)=O)cc2OC[C@H](C)N(Cc2nccs2)C[C@@H]1C
  BioA inh = -1.0

> C[C@@H]1CCCCO[C@H](CN(C)S(=O)(=O)c2ccccc2)[C@@H](C)CN([C@@H](C)CO)C(=O)c2cc(NS(C)(=O)=O)ccc2O1
  BioA inh = 5.0

> CCC(=O)N1[C@H](CN(C(C)C)S(C)(=O)=O)[C@@H](c2ccccc2)[C@@H]1CO
  BioA inh = 5.0

> C[C@@H]1CN([C@H](C)CO)C(=O)c2cc(NS(=O)(=O)c3cccs3)ccc2O[C@@H]1CN(C)C(=O)Nc1ccc(F)cc1
  BioA inh = -0.8

> C[C@H](CO)N1C[C@H](C)[C@@H](CN(C)S(=O)(=O)c2cccs2)OCCCC[C@H](C)Oc2ccc(NC(=O)C3CCCCC3)cc2C1=O
  BioA inh = 2.6

> N#C[C@H]1[C@@H](c2ccc(C#CC3CCCC3)cc2)[C@@H](CO)N1S(=O)(=O)Cc1ccccc1
  BioA inh = -0.3

> C[C@@H]1CN([C@@H](C)CO)C(=O)c2cccc(NC(=O)c3ccc(-c4nccs4)cc3)c2O[C@@H]1CN(C)S(=O)(=O)c1ccccc1
  BioA inh = -1.4

> C[C@H]1CN([C@@H](C)CO)S(=O)(=O)c2ccc(C3=CCCC3)cc2O[C@H]1CN(C)S(=O)(=O)c1ccc(F)cc1
  BioA inh = -0.2

> Cc1ccccc1-c1ccc([C@H]2[C@H]3CN(C(=O)Nc4cccc(F)c4)CCCCN3[C@H]2CO)cc1
  BioA inh = 3.1

> Cc1noc(C)c1NC(=O)N(C)C[C@H]1OCCCC[C@H](C)Oc2ccc(NC(=O)c3ccncc3)cc2C(=O)N([C@@H](C)CO)C[C@@H]1C
  BioA inh = -2.1

> COc1ccc(NC(=O)N(C)C[C@H]2Oc3c(NS(=O)(=O)c4ccc(OC)cc4)cccc3C(=O)N([C@@H](C)CO)C[C@H]2C)cc1
  BioA inh = 0.3

> C[C@H](CO)N1C[C@H](C)[C@H](CN(C)Cc2ccc(C(=O)O)cc2)Oc2ccc(NS(=O)(=O)c3cn(C)cn3)cc2C1=O
  BioA inh = 0.2

> C[C@@H]1CN([C@@H](C)CO)C(=O)c2cc(C#CC3(O)CCCC3)cnc2O[C@H]1CN(C)C(=O)Cc1ccncc1
  BioA inh = 3.6

> COc1ccc(NC(=O)N(C)C[C@@H]2Oc3c(NC(=O)Nc4c(C)noc4C)cccc3C(=O)N([C@@H](C)CO)C[C@H]2C)cc1
  BioA inh = 0.5

> C[C@H](CO)N1C[C@H](C)[C@H](CN(C)C(=O)NC2CCCCC2)Oc2ccc(NC(=O)NC3CCCCC3)cc2CC1=O
  BioA inh = -1.3

> O=C(C[C@@H]1CC[C@H](NC(=O)Nc2ccc(F)cc2)[C@H](CO)O1)NCc1cccc(F)c1
  BioA inh = 3.5

> CN1c2ccc(-c3cccc(F)c3)cc2[C@@H]2[C@@H](CCN2C(=O)c2ccccc2F)[C@@H]1CO
  BioA inh = 3.4

> O=C(C[C@H]1CC[C@@H]2[C@H](COC[C@H](O)CN2S(=O)(=O)c2cccc(Cl)c2)O1)N1CCCCC1
  BioA inh = -1.1

> C[C@@H]1CN([C@H](C)CO)C(=O)Cc2cc(NC(=O)Cn3cnnn3)ccc2O[C@@H]1CN(C)Cc1ccncc1
  BioA inh = 3.5

> C/C=C/c1ccc([C@H]2[C@@H](CO)N3CCCCN(S(=O)(=O)c4cccc(C)c4)C[C@H]23)cc1
  BioA inh = 4.9

> O=C(C1CC1)N1CCCCN2[C@H](CO)[C@@H](c3ccc(C#CC4CCCC4)cc3)[C@H]2C1
  BioA inh = 5.8

> CCC(=O)N(C)C[C@@H]1Oc2ncc(C#Cc3ccccc3OC)cc2C(=O)N([C@@H](C)CO)C[C@H]1C
  BioA inh = 1.1

> C[C@@H]1CCCCO[C@H](CN(C)Cc2ccc(C(=O)O)cc2)[C@H](C)CN([C@H](C)CO)C(=O)c2cc(NC(=O)c3ccncc3)ccc2O1
  BioA inh = -1.4

> O=C(Cc1ccncc1)N1CCCCN2[C@H](CO)[C@@H](c3ccc(-c4ccncc4)cc3)[C@H]2C1
  BioA inh = -2.5

> Cc1noc(C)c1NC(=O)N(C)C[C@@H]1OCc2ccccc2-c2ccccc2C(=O)N([C@@H](C)CO)C[C@H]1C
  BioA inh = -0.5

> O=C(NC1CCC1)[C@H]1[C@H](CO)[C@H]2Cn3c(ccc(-c4ccccc4F)c3=O)[C@@H]1N2C(=O)CC1CC1
  BioA inh = -1.7

> CCc1cnc(N2[C@@H](C#N)[C@@H](c3ccc(C#CC(C)C)cc3)[C@@H]2CO)s1
  BioA inh = 1.3

> CN(C)C(=O)C[C@@H]1CC[C@@H](NS(=O)(=O)c2ccccc2)[C@@H](CO)O1
  BioA inh = 2.0

> CC(C)NC(=O)N1[C@H](CO)[C@@H](c2ccccc2)[C@@H]1CNC(=O)CN(C)C
  BioA inh = 0.8

> C[C@@H]1CN([C@H](C)CO)C(=O)Cc2cc(NC(=O)c3ccncc3)ccc2O[C@@H]1CN(C)Cc1ccc(C(F)(F)F)cc1
  BioA inh = 0.4

> COCC(=O)N(C)C[C@H]1Oc2ncc(-c3ccccc3OC)cc2C(=O)N([C@H](C)CO)C[C@@H]1C
  BioA inh = 7.2

> C[C@H]1CN([C@@H](C)CO)C(=O)Cc2cc(N(C)C)ccc2O[C@@H]1CN(C)Cc1ccc(C(=O)O)cc1
  BioA inh = 0.0

> C[C@@H]1CN([C@@H](C)CO)C(=O)c2cc(NS(=O)(=O)c3ccc(F)cc3)ccc2O[C@@H](C)CCCCO[C@@H]1CN(C)S(=O)(=O)c1ccccc1
  BioA inh = -0.6

> Cc1ccc(S(=O)(=O)N(C)C[C@@H]2OCCCC[C@H](C)Oc3ccc(NS(=O)(=O)c4ccc(F)cc4)cc3C(=O)N([C@@H](C)CO)C[C@H]2C)cc1
  BioA inh = -1.6

> C/C=C/c1ccc([C@@H]2[C@@H](CN(C)C(=O)CC)N(S(C)(=O)=O)[C@H]2CO)cc1
  BioA inh = -5.5

> C/C=C/c1cnc2c(c1)C(=O)N([C@H](C)CO)C[C@@H](C)[C@H](CN(C)C(=O)NC1CCCC1)O2
  BioA inh = 2.1

> C[C@H]1CN([C@@H](C)CO)C(=O)c2cccc(NC(=O)Nc3cccc4ccccc34)c2O[C@H]1CN(C)S(=O)(=O)c1cn(C)cn1
  BioA inh = 0.2

> O=C(C[C@H]1C[C@H]2c3cc(NC(=O)c4cccnc4)ccc3O[C@H]2[C@H](CO)O1)NCc1ccccc1
  BioA inh = 6.0

> O=C(C[C@@H]1CC[C@H]2[C@@H](COC[C@H](O)CN2Cc2cccc(C(F)(F)F)c2)O1)NCc1ccncc1
  BioA inh = 0.0

> C[C@@H]1CN([C@@H](C)CO)C(=O)c2cc(NS(=O)(=O)c3ccccc3)ccc2O[C@@H](C)CCCCO[C@@H]1CN(C)CC1CCCCC1
  BioA inh = 0.9

> C[C@H](CO)N1C[C@H](C)[C@@H](CN(C)C(=O)Cc2ccccc2)OCCCC[C@H](C)Oc2ccc(NC(=O)CCCN(C)C)cc2C1=O
  BioA inh = 1.7

> CCC(=O)N(C)C[C@H]1Oc2cc(-c3ccncc3)ccc2S(=O)(=O)N([C@H](C)CO)C[C@H]1C
  BioA inh = -0.9

> CO[C@@H]1CN(C)C(=O)c2cc(NS(=O)(=O)c3ccccc3)ccc2OC[C@@H](C)N(Cc2nccs2)C[C@H]1C
  BioA inh = 0.8

> C[C@@H]1CN([C@@H](C)CO)C(=O)Cc2cc(NC(=O)Nc3ccccc3)ccc2O[C@H]1CN(C)C(=O)Nc1ccc(F)cc1
  BioA inh = 5.8

> C[C@@H]1CN([C@@H](C)CO)C(=O)c2cc(NC(=O)c3ccncc3)ccc2O[C@@H](C)CCCCO[C@H]1CN(C)C(=O)CCC(F)(F)F
  BioA inh = 0.2

> CC(=O)N1CCCCN2[C@@H](CO)[C@H](c3ccc(-c4cccc(C)c4)cc3)[C@@H]2C1
  BioA inh = -3.2

> CO[C@H]1CN(C)C(=O)c2cc(NC(=O)c3cccc(F)c3)ccc2OC[C@@H](C)N(C)C[C@@H]1C
  BioA inh = 2.0

> CCC(=O)N(C)C[C@@H]1Oc2cc(/C=C/c3ccccc3)ccc2S(=O)(=O)N([C@H](C)CO)C[C@@H]1C
  BioA inh = 0.2

> COc1cccc(S(=O)(=O)N[C@H]2CC[C@H](CCN)O[C@H]2CO)c1
  BioA inh = -0.2

> C[C@H](CO)N1C[C@H](C)[C@@H](CN(C)CC2CCCCC2)Oc2c(NC(=O)Nc3ccccc3)cccc2C1=O
  BioA inh = -1.7

> C[C@@H]1CN([C@H](C)CO)C(=O)c2cc(NC(=O)Nc3ccccc3)ccc2O[C@@H](C)CCCCO[C@@H]1CN(C)Cc1ccc(Cl)c(Cl)c1
  BioA inh = 0.2

> CC(C)NC(=O)N(C)C[C@@H]1Oc2ccc(NS(=O)(=O)c3ccc(F)cc3)cc2CC(=O)N([C@H](C)CO)C[C@@H]1C
  BioA inh = -2.4

> Cc1ccc(S(=O)(=O)N(C)C[C@H]2Oc3ccc(NC(=O)Nc4ccccc4)cc3C(=O)N([C@H](C)CO)C[C@H]2C)cc1
  BioA inh = -1.8

> COCC(=O)N(C)C[C@H]1Oc2ncc(-c3ccccc3F)cc2C(=O)N([C@@H](C)CO)C[C@H]1C
  BioA inh = -2.8

> C[C@H]1CN([C@@H](C)CO)C(=O)c2cc(NC(=O)C3CC3)ccc2O[C@@H]1CN(C)C(=O)NC1CCCCC1
  BioA inh = 4.1

> CCCNC(=O)N(C)C[C@@H]1Oc2ncc(/C=C/c3ccccc3)cc2C(=O)N([C@H](C)CO)C[C@@H]1C
  BioA inh = 2.7

> O=C(C[C@H]1C=C[C@H](NC(=O)Nc2cc(F)ccc2F)[C@@H](CO)O1)NCCCN1CCOCC1
  BioA inh = -1.9

> CO[C@H]1O[C@H](CO)[C@@H](OC(=O)Nc2ccccc2)[C@H](OC(=O)Nc2ccccc2)[C@H]1OC(=O)Nc1ccccc1
  BioA inh = 3.0

> CN1CCN(C(=O)C[C@@H]2C[C@H]3c4cc(NC(=O)Nc5ccccc5F)ccc4O[C@H]3[C@H](CO)O2)CC1
  BioA inh = -0.5

> C[C@@H]1CN([C@H](C)CO)C(=O)c2cc(NC(=O)Nc3ccc4c(c3)OCO4)ccc2O[C@H]1CN(C)C(=O)Nc1ccccc1
  BioA inh = 0.1

> O=C(NCC[C@H]1CC[C@H](NS(=O)(=O)c2ccc(F)cc2)[C@H](CO)O1)Nc1ccc(Cl)cc1
  BioA inh = 6.9

> Cc1ccc(S(=O)(=O)N[C@@H]2CC[C@H](CC(=O)N3CCc4ccccc4C3)O[C@H]2CO)cc1
  BioA inh = 0.2

> CO[C@H]1CN(C)C(=O)c2ccc(NC(=O)C3CCCC3)cc2OC[C@@H](C)N(CCC(F)(F)F)C[C@@H]1C
  BioA inh = -0.5

3 consecutive entries from above, quoted:
> CO[C@H]1O[C@H](CO)[C@@H](OC(=O)Nc2ccccc2)[C@H](OC(=O)Nc2ccccc2)[C@H]1OC(=O)Nc1ccccc1
  BioA inh = 3.0

> CN1CCN(C(=O)C[C@@H]2C[C@H]3c4cc(NC(=O)Nc5ccccc5F)ccc4O[C@H]3[C@H](CO)O2)CC1
  BioA inh = -0.5

> C[C@@H]1CN([C@H](C)CO)C(=O)c2cc(NC(=O)Nc3ccc4c(c3)OCO4)ccc2O[C@H]1CN(C)C(=O)Nc1ccccc1
  BioA inh = 0.1

These rows are one share of the data; rates above refer to the full screens.
